Vif inh – HIV Vif inhibition; HEK293T cells, Vif self-association by quenched fluorescence, imaging, 24 h; inhibition, % at 7.49 µM; 340,000 tested, 0.35% active; in the data active = inhibition above about 50%, passing the limit was not always enough; also: some results filed as inactive read as strong as hits
Peg3 prom inh – Peg3 promoter activity inhibition | HeLa PEG-Prom luciferase reporter, luminescence, overnight | inhibition, % at 20 µM | 360,000 tested, 1.7% active;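 active = inhibition of at least 50% at 20 µM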
aDG glyco act – alpha-DG glycosylation activation. Pro5-aDG cells, alpha-DG glycosylation AlphaScreen (IIH6); 0% Pro5, 100% B10-LARGE cell signal. activation, % at 10 µM. 360,000 tested, 0.22% active. AID 624168;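 active = activation of at least 8% versus controls, or a plate z-score of at least 8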;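 also: Pro5 are CHO cells carrying HIG-tagged alpha-DG that lacks glycosylation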
Granule exo inh – blocks lytic granule exocytosis. inhibition, % at 10 µM. 360,000 tested, 0.66% active. TALL-104 LAMP-1 surface exposure, flow cytometry; cells stimulated with thapsigargin and PMA. AID 651702;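 active = inhibition above about 55%, limit read from the data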
hiPSC survival – increases survival of single human iPS cells. 360,000 tested, 0.044% active. survival enhancement, % at 20 µM. hiPSC single-cell survival, ATPlite luminescence; 100% = ROCK inhibitor wells, 0% = DMSO. AID 602274; in the data active = survival enhancement above about 18%;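 also: cells exposed to compounds for 16 hours before the ATP read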
PDI turbidity – inhibitors of human protein disulfide isomerase; PDI insulin aggregation turbidity, A650, 90 min; AID 588391; P07237; 350,000 tested, 0.052% active; inhibition, % at 10 µM;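 active = mean inhibition across replicates of 30% or more, whatever share of single replicates reach that level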;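 also: absorbance from insulin aggregation driven by PDI reduction with DTT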
Target sequence (P07237 whole entry, looked up): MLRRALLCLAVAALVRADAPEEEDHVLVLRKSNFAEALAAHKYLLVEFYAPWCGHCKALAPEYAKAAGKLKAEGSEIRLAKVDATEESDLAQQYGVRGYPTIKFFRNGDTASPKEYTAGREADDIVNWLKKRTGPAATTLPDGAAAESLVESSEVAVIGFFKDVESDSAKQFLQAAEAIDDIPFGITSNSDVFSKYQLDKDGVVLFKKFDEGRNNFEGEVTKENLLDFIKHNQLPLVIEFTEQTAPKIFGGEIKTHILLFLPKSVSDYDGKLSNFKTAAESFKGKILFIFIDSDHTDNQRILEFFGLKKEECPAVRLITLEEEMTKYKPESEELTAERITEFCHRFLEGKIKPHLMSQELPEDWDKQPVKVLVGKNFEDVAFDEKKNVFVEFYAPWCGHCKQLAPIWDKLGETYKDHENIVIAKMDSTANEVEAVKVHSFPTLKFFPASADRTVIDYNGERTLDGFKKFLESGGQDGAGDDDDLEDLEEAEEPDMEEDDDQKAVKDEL
TRPM1 prom inh – MITF TRPM1 promoter inhibition in SK-MEL-5 cells; SK-MEL-5 TRPM1 promoter luciferase, 24 h; inhibition, % at 12.5 µM; 330,000 tested, 0.83% active; AID 488899;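 active = mean inhibition across replicates of 60% or more, whatever share of single replicates reaches that level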; also: values of inactives mirror those of a sister screen read the other way
HIF-2a inh – blocks HIF-2a reporter activity | inhibition, % at 18.8 µM | 786-0 RCC cells HIF-2a reporter, luciferase luminescence, overnight | 360,000 tested, 0.72% active;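 active = inhibition of the luminescence signal of 40% or more relative to plate controls, in a single-dose primary screen at 18.75 µM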
CaV13 ICDI inh – Primary screen for inhibitors of IQ motif and Ca2+-dependent inactivation inhibitor domain binding in CACNA1D, Förster resonance energy transfer in living cells, … | HEK cells, CFP/YFP FRET ICDI-IQ, plate reader, 10 min; percent FRET-ratio fall versus neutral wells | inhibition, % at 12.3 µM | 340,000 tested, 0.098% active | AID 743397;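 active = mean replicate inhibition of at least 30% and at least 1% of replicates passing that level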;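 also: 0% = median of the neutral control wells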
NR2E3 ag-1 – agonists of human NR2E3 nuclear receptor; inhibition of corepressor binding, % at 3.98 µM; CHO-S Gal4-NCOR/VP16-NR2E3 two-hybrid, luciferase; 360,000 tested, 0.35% active; Q9Y5X4; AID 602229;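 active = inhibition above the mean of all tested compounds plus 3 SD, cut at about 70% in these data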;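 also: 0% = DMSO with NR2E3 transfected cells and 100% = cells lacking NR2E3 construct; higher means lower luciferase signal from less NR2E3 corepressor binding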
Target sequence (Q9Y5X4 whole entry, looked up, the tested form may be a part): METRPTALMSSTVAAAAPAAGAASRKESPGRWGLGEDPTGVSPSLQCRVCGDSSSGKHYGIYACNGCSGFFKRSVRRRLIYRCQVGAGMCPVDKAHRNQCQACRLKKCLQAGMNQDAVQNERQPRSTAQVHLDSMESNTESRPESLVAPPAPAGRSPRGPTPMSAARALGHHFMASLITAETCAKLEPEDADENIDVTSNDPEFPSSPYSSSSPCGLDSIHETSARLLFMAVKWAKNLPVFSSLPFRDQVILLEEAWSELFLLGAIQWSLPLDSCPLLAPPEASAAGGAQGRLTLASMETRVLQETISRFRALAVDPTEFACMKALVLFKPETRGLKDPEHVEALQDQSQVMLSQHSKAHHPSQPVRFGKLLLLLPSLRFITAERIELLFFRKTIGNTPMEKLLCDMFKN
NR2E3 ag-2 – agonists of human nuclear receptor NR2E3. Q9Y5X4. GST-NR2E3/biotin-RetCOR TR-FRET, 1536-well. inhibition of corepressor binding, % at 4.78 µM. 320,000 tested, 0.12% active. AID 2300;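 active = percent inhibition above the cutoff of mean plus 3 SD of all tested compounds, set per screening campaign, cut at about 20% in these data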;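 also: 0% = DMSO wells and 100% = biotin wells as full block of FRET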
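Material – GST-tagged NR2E3 plus biotinylated RetCOR corepressor · Quantity – NR2E3 fusion 1.35 nM · Times – 5 h incubation at 4 °C · Medium – pH 7.5 Tris-based buffer · Technique – TR-FRET, Eu(K)-anti-GST donor, streptavidin-D2 acceptor, ex 340, em 617/671 nm · Benchmarks – high control biotin, low control 0.6% DMSO · Format – 1536-well plates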
Starred values were filed as active, the others as inactive; . = not tested or not shown.

item	Structure	Vif inh	Peg3 prom inh	aDG glyco act	Granule exo inh	hiPSC survival	PDI turbidity
1	O=C(c1cccc2ccccc12)N1CCN(CC2CC=CCC2)CC1 (stereo not given)	0	21	-0.2	5	-0.7	1
2	COc1cccc(CCNC(=O)CC2C(=O)NCCN2Cc2ccc(C)o2)c1 (stereo not given)	-18	-17	0.8	-6	0.7	9
3	O=[N+]([O-])c1ccc(N2CCN(C(=S)Nc3cccc(F)c3)CC2)cc1	19	1	3.6	1	1.6	-6
4	CC(=O)Nc1ccc(S(=O)(=O)N2CCC(NC(=O)C(Cc3cccn3C)NC(C)=O)CC2)cc1 (stereo not given)	-13	14	0.2	6	0.5	-2
5	O=C(OC1CCCCC1=O)c1cc(S(=O)(=O)N2CCOCC2)ccc1F (stereo not given)	0	-11	-0.2	-10	0.0	1
6	O=C(CCn1c2c(c3ccccc31)CCCC2)NNC(=O)c1ccc(Cl)c([N+](=O)[O-])c1	2	19	0.2	-2	-0.6	0
7	COc1ccc(C2CC(c3cccs3)=NN2C(=O)CCC(=O)O)cc1 (stereo not given)	-8	1	1.1	1	0.2	-7
8	CCOC(=O)C1CCN(C(=O)/C=C/c2cc(OC)c(OC)c(OC)c2)CC1	0	11	0.0	0	0.0	-2
9	Cc1nc(-c2ccc(F)cc2)c(CC(=O)N(C)CC(=O)Nc2ccc(Cl)c(C(F)(F)F)c2)s1	-26	58*	0.1	1	0.7	-9
10	CCC(=O)Nc1sc(Cc2ccccc2)c(C)c1C(N)=O	-5	2	0.2	-3	-3.1	-3
11	COc1cccc(/C=C2/C(=O)NN(c3ccc(Br)cc3)C2=O)c1O	-2	5	0.1	6	-0.5	-2
12	Cc1ccc(C(=O)N2CCC(C(=O)NCc3ccco3)CC2)cc1	3	0	-0.2	2	-0.2	8
13	CCOc1cc(/C=N\NC(=O)c2ccc(NC(=O)C(C)(C)C)cc2)ccc1OC(=O)c1cccc(C)c1	-15	31	-0.1	0	-1.8	8
14	CCn1nnnc1SCC(=O)Nc1ccc(OCc2ccccc2)cc1	2	-25	-0.2	-3	-3.1	0
15	O=C(O)c1cccc(-n2cccc2/C=C/[N+](=O)[O-])c1	-1	27	0.0	-3	-0.8	2

item	TRPM1 prom inh	HIF-2a inh	CaV13 ICDI inh	NR2E3 ag-1	NR2E3 ag-2
1	1	11	-10	6	0
2	-5	-19	-6	-14	1
3	-10	-1	-5	13	4
4	9	18	-6	22	1
5	-5	8	-3	-7	1
6	5	-6	-10	-1	3
7	3	-3	-21	-17	2
8	8	22	-5	-4	0
9	-3	8	-16	-21	.
10	6	12	-3	-17	7
11	-6	-6	0	-24	.
12	5	15	-4	-1	5
13	51	11	-3	-26	-2
14	-6	-33	-4	1	0
15	9	6	-1	-36	12

Single records, as listed above:
`CCC(=O)Nc1sc(Cc2ccccc2)c(C)c1C(N)=O` is entered as Vif inh = -5; Peg3 prom inh = 2; aDG glyco act = 0.2; Granule exo inh = -3; hiPSC survival = -3.1; PDI turbidity = -3; TRPM1 prom inh = 6; HIF-2a inh = 12; CaV13 ICDI inh = -3; NR2E3 ag-1 = -17; NR2E3 ag-2 = 7
`CCOc1cc(/C=N\NC(=O)c2ccc(NC(=O)C(C)(C)C)cc2)ccc1OC(=O)c1cccc(C)c1` is entered as Vif inh = -15; Peg3 prom inh = 31; aDG glyco act = -0.1; Granule exo inh = 0; hiPSC survival = -1.8; PDI turbidity = 8; TRPM1 prom inh = 51; HIF-2a inh = 11; CaV13 ICDI inh = -3; NR2E3 ag-1 = -26; NR2E3 ag-2 = -2

5 entries out of the list above, arranged by the value under HIF-2a inh, smallest number first:
entry	SMILES	HIF-2a inh
3	O=[N+]([O-])c1ccc(N2CCN(C(=S)Nc3cccc(F)c3)CC2)cc1	-1
15	O=C(O)c1cccc(-n2cccc2/C=C/[N+](=O)[O-])c1	6
9	Cc1nc(-c2ccc(F)cc2)c(CC(=O)N(C)CC(=O)Nc2ccc(Cl)c(C(F)(F)F)c2)s1	8
13	CCOc1cc(/C=N\NC(=O)c2ccc(NC(=O)C(C)(C)C)cc2)ccc1OC(=O)c1cccc(C)c1	11
4	CC(=O)Nc1ccc(S(=O)(=O)N2CCC(NC(=O)C(Cc3cccn3C)NC(C)=O)CC2)cc1 (stereo not given)	18

(more compounds)
item	Structure	Vif inh	Peg3 prom inh	aDG glyco act	Granule exo inh	hiPSC survival	PDI turbidity
16	CCOC(=O)c1c(NC(=O)CN2C(=O)NC3(CCC(C)CC3)C2=O)sc(C(=O)N(C)C)c1C (stereo not given)	3	-15	-0.2	-1	-0.4	-4
17	Cc1ccc(NC(=O)COc2coc(CN3CCc4ccccc43)cc2=O)cc1Cl	2	34	-0.3	30	-0.3	9
18	CSc1ccc(C(=O)C2CCCN(C(=O)Cc3nonc3C)C2)cc1 (stereo not given)	-7	5	0.0	-4	1.6	-13
19	Cn1c(SCc2nc(-c3ccc(Br)cc3)no2)nnc1-c1ccco1	-14	3	-0.1	-3	1.2	11
20	CN(C)CCNC(=O)c1cccc(-c2cnc3c(NC=O)cc(-c4cc(F)c(F)c(F)c4)cn23)c1	3	26	-0.4	-18	-1.8	2
21	CCc1ccc2oc(C(=O)Nc3cccnc3)c(C)c2c1	-1	-196	0.0	-22	-0.5	20
22	CCc1ccc(NC(=O)CCn2c(=O)oc3ccccc32)cc1	13	-26	-0.1	0	0.0	-13
23	O=C(NCC(F)(F)F)c1ccc2sc([C@H]3C[C@H](O)[C@@H](CO)O3)nc2c1	-5	-5	-0.4	-5	0.2	-15
24	Oc1ccccc1C1=Nc2nc3ccccc3n2C(c2ccccc2)C1 (stereo not given)	.	-269	0.4	4	-3.9	-15
25	N#C/C(=C\c1cccnc1)c1ccccc1[N+](=O)[O-]	3	-6	0.2	4	-0.7	5
26	CC1NC(=O)c2cc3ccccc3cc2-n2c1nc1ccc(F)cc1c2=O (stereo not given)	-10	7	-0.5	0	-1.7	9
27	COc1ccc(CC(=O)NCc2n[nH]c(=S)n2-c2ccccc2OC)cc1	-1	20	0.1	9	-1.9	-1
28	CCOC(=O)C1=CC[C@H]2c3c(c4ccccc4n3C)C(=O)C1N2C	9	0	0.6	0	3.1	1
29	O=C(CCc1ccccc1)Nc1ccc2c(c1)OCO2	5	-186	-0.2	-1	-0.3	0
30	COc1ccc(Cc2cc(NCc3ccccc3)c3ncn(C(C)C)c3c2)cc1	3	30	-0.2	0	-0.3	-1

item	TRPM1 prom inh	HIF-2a inh	CaV13 ICDI inh	NR2E3 ag-1	NR2E3 ag-2
16	0	-2	-3	-26	0
17	12	1	-13	-19	1
18	-1	6	-6	-2	1
19	7	16	-4	-20	1
20	.	88*	-10	-2	.
21	-50	-256	.	-17	-1
22	-17	-29	-3	-24	0
23	.	-12	-5	-14	.
24	-68	-248	-8	-172	-1
25	11	17	-3	1	0
26	.	25	-9	-14	.
27	18	13	-4	4	0
28	-5	12	-11	8	3
29	-43	-174	-19	-18	2
30	4	5	-10	-28	.

The list continues:
item	Structure	Vif inh	Peg3 prom inh	aDG glyco act	Granule exo inh	hiPSC survival	PDI turbidity
31	CN(C)C1=NC[C@H](Cc2ccccc2)N1CCCC1CCCCC1	-6	37	0.1	0	-3.6	-5
32	CC1(C)Cc2c(sc3nnn(Cc4ccccc4)c(=O)c23)CO1	-2	11	-0.2	5	3.0	-10
33	O=C(CSCc1c(F)cccc1Cl)NCC1CCCO1 (stereo not given)	-15	-9	-0.1	-2	-2.4	8
34	Cc1cccc(NNC(N)=S)c1C	3	11	0.0	-1	-0.4	-8
35	NC(Cc1ccc(Cl)cc1)c1csc(Nc2ccc(-c3ccccc3)nn2)n1 (stereo not given)	-1	99*	-0.9	18	-4.2	-3
36	COCc1cc(C)nc(SCc2ccc(Br)cc2)c1C#N	-7	16	0.0	1	0.7	-13
37	CC(C)(C)C(=O)Nc1cccc(-c2ncon2)c1	-1	6	0.0	-4	-0.8	3
38	CCCCC(=O)Nc1ccc(N2CCN(C(=O)c3ccco3)CC2)cc1	.	6	0.1	-4	-0.3	-6
39	Cc1ccc(-n2nc(C)c(C(C)(O)C(F)(F)F)c2N)cc1 (stereo not given)	.	-14	-0.1	0	-1.2	-4
40	COc1ccc2[nH]c(=O)c(CN(C(C)=O)c3ccc(C)cc3C)cc2c1	-6	10	0.1	13	0.8	3
41	CCN(CC)C(=O)Cc1ccccc1	3	7	-0.1	11	2.3	.
42	CCC(=O)Nc1cccc(NC(=O)CSc2nnc(C(C)C)n2CC)c1	.	8	-0.2	2	-0.6	4
43	COc1c(N2CCN(C(=S)Nc3ccccc3F)C(C)C2)c(F)cc2c(=O)c(C(=O)O)cn(C3CC3)c12 (stereo not given)	-4	5	-0.1	-2	0.9	4
44	N#CCCN(Cc1cccnc1)C(=S)NCc1ccco1	11	11	-0.1	-2	0.7	0
45	CNS(=O)(=O)c1cccc(C(=O)OCC(=O)c2cc3ccccc3o2)c1	-3	16	0.1	-3	-0.5	6

item	TRPM1 prom inh	HIF-2a inh	CaV13 ICDI inh	NR2E3 ag-1	NR2E3 ag-2
31	1	-15	-9	29	6
32	-1	14	-5	6	-3
33	-9	-8	-5	-29	4
34	11	10	7	-13	0
35	.	0	-10	15	.
36	-20	-17	-20	-5	1
37	-2	9	-4	7	2
38	-7	0	-5	1	3
39	-16	6	-6	25	0
40	16	26	-18	6	0
41	-2	1	.	-23	1
42	-2	12	.	-12	-2
43	19	10	-1	-24	-4
44	2	12	-3	-32	1
45	2	6	-2	-2	1
